Bioassay records (PubChem BioAssay)
TTR transcr act: increases transthyretin transcription | actives 1.3% (n = 92,000) | AID 1117267 | SH-SY5Y TTR promoter Gaussia luciferase, luminescence; 100% = recombinant luciferase protein wells | activation, % at 16.7 µM;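 active = activation above the mean of all tested compounds plus 3 SD, cut at about 9.5% in these data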;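 also: cells exposed to compounds for one day before reading; 0% = median of all test compound wells on the plate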
An asterisk follows results filed as active. An excerpt; rates above refer to the full screens.

TTR transcr act,smiles
-1.1,CSc1nc2ccc(NC(=O)NC(=O)c3c(F)cccc3F)cc2s1
0.7,CCOC(=O)[C@@]12CCCC3=C1N(CCC3)C(=O)[C@H]2CC(=O)N1CCOCC1
0.2,COc1ccc(N2CC(O)=C(c3nc(-c4ccc(Cl)cc4)cs3)C2=N)cc1
-0.1,Cc1cccc(C)c1NC(=O)CSc1nc(N2CCOCC2)nc(N2CCOCC2)n1
-1.6,COc1cc(CC2COC(=O)C2Cc2ccc(O)c(OC)c2)ccc1O (stereo unspecified)
0.0,O=C(CN1CCCCC1)NNC(=O)c1ccc([N+](=O)[O-])cc1
0.4,CCCC(C)C(=O)Nc1ccc(C(N)=O)cc1 (stereo unspecified)
0.1,O=C(NC(=O)c1c(F)cccc1F)Nc1ccccc1SC(F)F
-0.9,O=C(NNC(=O)c1ccncc1)Nc1ccc(Br)cc1
-1.0,CC(C)C(=O)NC(c1ccco1)c1c(O)ccc2ccccc12 (stereo unspecified)
-1.4,O=C(NC1CCCCN(Cc2ccc(Cl)cc2)C1=O)c1ccc(Br)cc1 (stereo unspecified)
-0.9,N=c1c2c(-c3ccccc3)c(-c3ccccc3)n(Cc3ccco3)c2ncn1CCCN1CCOCC1
4.0,COc1ccc(N(C(=O)/C=C/c2ccc(OC)c(OC)c2)C2=CC3CCC(C2)N3C)cc1 (stereo unspecified)
2.8,Cn1cc(C=C2C(=O)OC3(CCCCC3)OC2=O)c2ccccc21
3.2,CCOc1ccc(NC(=O)CSc2nnc(NC(=O)C3CC3)s2)cc1
-2.9,Cc1c(NC(=O)Nc2cc(F)c(F)cc2Cl)c(=O)n(-c2ccccc2)n1C
-1.4,CCC(C)(C)C1CCc2c(sc(NC(=O)c3ccccc3C(=O)O)c2C#N)C1 (stereo unspecified)
-0.1,CN(C)CCOC(=O)Cc1ccc(Cl)cc1
0.9,O=C(NCCCN1CCCC1=O)c1ccc2c(c1)ncn2C1CCCCC1
-0.1,COc1ccc(/C=N/NC(=O)c2ccc3c(c2)OCCO3)cc1[N+](=O)[O-]
2.5,O=C(CNC(=O)C1CCCCC1)Nc1cc(Cl)cc(Cl)c1
1.4,O=C(NCCCO)/C(=C/c1ccco1)NC(=O)c1ccc(Br)o1
2.4,COc1ccnc2c1c(=O)n(Cc1c(F)cccc1Cl)c(=O)n2C
-2.6,CON/C=C(\C=Nc1ccc(F)cc1)c1ncc(C(F)(F)F)cc1Cl
-0.3,CCc1ccc(OCC(=O)NC(=S)Nc2ccc(Br)c(C)n2)cc1
-0.3,O=C(CSc1ncn[nH]1)Nc1ccc(Cl)c(S(=O)(=O)N2CCOCC2)c1
2.5,O=C(NNC(=O)c1cc(Cl)ccc1O)c1cccs1
-0.3,O=C(Oc1ccccc1)N1CCOCC1
1.9,O=C(CN1CCN(S(=O)(=O)c2ccc(Cl)cc2)CC1)NC1CC1
-1.4,CC(=O)c1ccc(Nc2ccc(-c3ccccc3C)nn2)cc1
-0.8,CCc1cc(=O)oc2cc(C)cc(OCC(=O)NC(Cc3ccc(Cl)cc3)C(=O)O)c12 (stereo unspecified)
-0.2,CN(C)C(=O)c1cccc(-c2cccc(-c3nc(C(=O)NCc4ccccc4)cc4c3[C@@H](CCO)N(S(=O)C(C)(C)C)C4)c2)c1 (stereo partly specified)
2.8,COC(=O)C1=C(O)C2(C(=O)O)CC(C(=O)OC)=C(O)C(C(=O)O)(C1)C2
-1.0,CN(C)C(=O)c1nc(C#N)c(N(C)C)o1
-0.8,COc1ccc(N2CCN(C(=O)c3cc4c(=O)n(Cc5ccccc5)ccc4nc3C)CC2)cc1
-0.1,CCC(C)NC(=O)c1cn(CC)c2cc(N3CCN(C)CC3)c(F)cc2c1=O (stereo unspecified)
6.0,O=C1CC(C(=O)N2CCN(c3ccc(F)cc3)CC2)CN1CCc1ccccc1 (stereo unspecified)
-0.8,c1ccc2c(c1)ccn1c(Cc3ccsc3)c(C3CCCCC3)nc21
-1.1,CC(=O)c1ccc(OCCCC(=O)N2CCN(S(=O)(=O)c3cccs3)CC2)cc1
6.7,COc1ccc(C(=O)NCCSCc2ccco2)cc1OC

Two compounds drawn at random from the list so far:
TTR transcr act,smiles
-0.8,c1ccc2c(c1)ccn1c(Cc3ccsc3)c(C3CCCCC3)nc21
-1.4,CC(=O)c1ccc(Nc2ccc(-c3ccccc3C)nn2)cc1

Remaining list, next part.
TTR transcr act,smiles
-0.7,Cc1c(-c2ccc(F)cc2)nc(N)c(C#N)c1-c1cccs1
1.8,COc1ccc2c(c1)[C@H]1[C@H](CO2)[C@H](c2ccccc2)[C@]2(C)C(=O)Nc3cc(C)ccc3C(=O)N12
8.8,OCC1OC(c2ccc(OCc3ccccc3)cc2OCc2ccccc2)C(O)C1O (stereo unspecified)
-2.9,O=c1cc(N2CCCCC2)c(-c2ccccc2)nn1Cc1ccccc1
15.1*,Cc1cccc(NC(c2ccc(O)cc2)c2ccc3ccc(C)nc3c2O)n1 (stereo unspecified)
-2.0,Cc1ccc(NNC(=O)c2snnc2C)cc1Cl
-1.0,COC(=O)c1ccc(-c2noc(CN(C)CCC3CCCCO3)n2)cc1 (stereo unspecified)
2.2,CCOC(=O)Cc1csc(SCC(=O)N2CCN(c3ccccc3)CC2)n1
0.5,CNc1nc2c(C)cccn2c(=O)c1C=Nc1ccc(OC)cc1
-0.8,O=C(Cc1c(O)c2ccccc2[nH]c1=O)N(Cc1ccccc1)Cc1ccccc1
-1.1,COCCN1C(=O)C(=O)/C(=C(/O)c2ccc(S(=O)(=O)N3CCCCC3)cc2)C1c1ccc(OC)cc1 (stereo unspecified)
-0.6,CCCNC(=O)c1onc(CSc2ccc(Cl)cc2)c1C(=O)NCCOC
2.3,C=CCNC(=O)CSc1nnc(C(CC)N(C)C)n1C1CCCCC1 (stereo unspecified)
1.0,COC(=O)c1ccc(C(=O)OC)c(NC(=S)N2CCN(c3cccc(Cl)c3)CC2)c1
1.0,O=C(OCc1c(F)cccc1Cl)c1cnccn1
1.3,N=C1c2ccccc2CN1NC(=O)c1cccc(S(=O)(=O)N2CCCC2)c1
2.3,CCC(C(=O)Nc1ccc(C(C)C)cc1)c1ccccc1 (stereo unspecified)
-1.3,Cc1cccc(NC(=S)NCC(c2cccnc2)N2CCOCC2)c1 (stereo unspecified)
0.6,Cc1cc(C)c2nc(SCCc3ccccc3)nc(C)c2c1
3.7,COc1ccc(CCNC(=O)C2CCN(C(=O)c3ccc([N+](=O)[O-])cc3)CC2)cc1

Look-ups from the entries so far:
TTR transcr act with COC(=O)c1ccc(-c2noc(CN(C)CCC3CCCCO3)n2)cc1 (stereo unspecified) reads -1.0
TTR transcr act with Cc1cc(C)c2nc(SCCc3ccccc3)nc(C)c2c1 reads 0.6
TTR transcr act with CNc1nc2c(C)cccn2c(=O)c1C=Nc1ccc(OC)cc1 reads 0.5
TTR transcr act with O=C(OCc1c(F)cccc1Cl)c1cnccn1 reads 1.0
TTR transcr act with COC(=O)c1ccc(C(=O)OC)c(NC(=S)N2CCN(c3cccc(Cl)c3)CC2)c1 reads 1.0

Shown as a hit in TTR transcr act (from the list above):
TTR transcr act,smiles
15.1*,Cc1cccc(NC(c2ccc(O)cc2)c2ccc3ccc(C)nc3c2O)n1 (stereo unspecified)

Other results follow:
TTR transcr act,smiles
-1.4,O=C(NCc1n[nH]c(=S)n1-c1ccc(Cl)c(Cl)c1)c1cccs1
-1.4,COc1ccc(NC(=O)/C(=C\c2cccs2)NC(=O)c2ccco2)cc1
0.4,CC1SC(C)C(=O)N(CC(=O)Nc2ccc([N+](=O)[O-])cc2)C1=O (stereo unspecified)
1.4,O=C1NC(=O)C2(Br)Nc3ccc(Br)cc3C(=O)C2N1 (stereo unspecified)
3.5,Cc1ccc(OCCN2CCC2(C)C(=O)NCc2ccc(C(F)(F)F)cc2)cc1 (stereo unspecified)
2.0,O=c1ccc(-c2ccc(S(=O)(=O)Nc3cccc(F)c3)o2)n[nH]1
-1.6,O=C(NC1CC1)C1=C[C@@H](C2CC2)C[C@@H](OCCCCO)O1
-3.4,CN(C)CCCn1c(N)c(C#N)c2nc(C#N)c(C#N)nc21
-6.0,CC(=O)c1c(C)[nH]c(C(=O)OCCCCN2C(=O)c3ccccc3C2=O)c1C
3.1,c1ccc(-c2nc3ccccc3[nH]2)nc1
2.0,C[C@H](CO)N1C[C@H](C)[C@H](CN(C)C(=O)Nc2ccccc2)OCc2cnnn2CCCC1=O
-1.8,Cc1cccc2cc(CN(Cc3cccs3)C3(c4nnnn4C4CCCC4)CCCC3)c(=O)[nH]c12
-0.2,COc1ccc(CN(C)C(=O)c2cc(S(=O)(=O)Nc3ccccc3F)ccc2C)c(OC)c1
2.3,CCC(C)[C@H](NS(=O)(=O)c1ccc(C)cc1)C(=O)N1CCC(C(=O)N2CCC(C(N)=O)CC2)CC1 (stereo partly specified)
0.3,Cc1ccc(NC(=O)CNC(=O)c2cccc(Cl)c2)nc1
-2.3,COc1ccccc1CNC(=O)CN1CCN(S(=O)(=O)c2cccs2)CC1
-2.8,CCOC(=O)Cc1csc(NC(=O)c2csc(C)c2)n1
2.3,Cc1cccc(N(C(=O)c2csnn2)C(C(=O)NCc2ccccc2)c2ccncc2)c1 (stereo unspecified)
-0.1,O=C(NC(=S)N1CCCCC1)C12CC3CC(CC(C3)C1)C2
-0.5,FC(F)(F)c1cnc(Oc2cccc3ccccc23)c(Cl)c1
0.4,CCOc1ncccc1C(=O)OCC(=O)Nc1ccc(C)c(S(=O)(=O)N(C)C)c1
-0.9,C=CCc1ccccc1OCC(O)CN1CCN(CCN2C(=O)c3cccc4cccc(c34)C2=O)CC1 (stereo unspecified)
5.6,CC(NC(=O)Cc1ccc(F)cc1)c1ccc(F)cc1 (stereo unspecified)
3.2,O=c1[nH][nH]c2c1[C@H](c1ccc(Cl)cc1)O[C@H](CCc1ccccc1)C2
13.7*,Cc1ccccc1C(=O)N1CCC[C@H]1C(=O)N1CCC[C@H]1C(=O)NCc1ccccn1
2.5,CCn1c(C)nc2cc(C(=O)N3N=C(CCOC)CC3(O)C(F)(F)F)ccc21 (stereo unspecified)
-0.3,NC(=O)c1cccc(-c2ccnc3c2CC(C(=O)NCC2CC2)O3)c1 (stereo unspecified)
-0.1,COc1ccc(OCCSc2n[nH]c(N)n2)cc1
-0.3,Cc1c(C(=O)NCC2CCCO2)oc2ccc(S(=O)(=O)N3CC(C)CC(C)C3)cc12 (stereo unspecified)
0.4,CCN(CC)CCNC(=O)c1ccc(NC(=O)c2cccc(S(=O)(=O)N(C)C3CCCCC3)c2)cc1
2.5,CCOC(=O)C1=C(O)C(=O)N(C2CCCCC2)C1
-0.8,O=c1[nH]c(-c2ccccc2)cnc1-c1ccccc1
1.0,Cc1onc(-c2ccccc2)c1C(=O)N1CCN(Cc2ccccc2)CC1
2.3,Cc1ccc(S(=O)(=O)N/N=C/c2cccs2)cc1
3.0,O=C(CCl)c1ccc2c(c1)CCN2C(=O)C1CCCCC1
-2.2,Cc1ccc(NC(=O)c2ccc(-n3cncn3)c([N+](=O)[O-])c2)cc1
-1.8,O=C(NO)c1ccc(OC(F)F)cc1
-0.6,O=C(NC(=S)Nc1ccc2ncccc2c1)c1ccccc1
-2.7,Cc1cnc(C(=O)Nc2cccc3cccnc23)cn1
-0.1,COC(=O)CN1C(C)=Nc2ccc(C)cc2C1c1ccccc1 (stereo unspecified)
-3.7,CCOC(=O)[C@@H]1[C@H]2COc3ccccc3[C@H]2N2C(=O)N(c3ccc(C(F)(F)F)cc3)C(=O)[C@]12C
-2.5,COc1ccc(-c2cc(C(=O)NC3CCCC3)no2)cc1OC
-1.4,O=c1[nH]c(CSc2ncnc3sccc23)nc2ccccc12
-2.5,CCCCCOc1ccc(NC(=O)C(=O)NCCCn2ccnc2)cc1
0.5,C[C@@H]1CCN(C2CC2)S(=O)(=O)c2c(cccc2N2CCC[C@@H]2C)O1
0.5,Cc1ccc(/C=C/C(=O)Nc2cc(C)on2)cc1
3.0,O=C(N/N=C/c1cc(Br)ccc1O)C(c1ccncc1)N1CCOCC1 (stereo unspecified)
-1.4,Cc1cc(N2CCCCC2)nc2ccccc12
6.1,Cc1ccc(S(=O)(=O)NN=C2CC3CC2C2CCCC32)cc1 (stereo unspecified)
-4.4,CC(Nc1nc(-c2ccc(F)cc2)cs1)c1nc2cc(Cl)c(N3CCCCC3)cc2n1CCCO (stereo unspecified)
5.5,CCc1ccccc1NC(=O)CN1C(=O)C2CCCN2c2ncc(Cl)cc21 (stereo unspecified)
-0.2,Cc1cc(C)n(CCNC(=O)c2ccco2)n1
1.6,O=C(/C=C/c1cccs1)NCc1ccccc1
3.1,O=C(NCCO)c1nc(C(=O)c2ccccc2)c2ccccc2n1
-2.0,CC(C)c1c(C(=O)N/N=C/c2ccccc2OCc2c(F)cccc2Cl)nnn1-c1nonc1N
0.9,O=C(OCCn1c(=S)sc2ccccc21)c1ccccc1
0.7,CC(CCN1C(N(C)C)=NC[C@@H]1C)c1ccccc1 (stereo partly specified)
0.5,COC(=O)c1ccccc1NC(=O)N1CCN(c2ccccc2)CC1
0.1,Cc1ccc(OCC(=O)NCCCNC(=O)COc2ccc(C)cc2)cc1
-2.8,Cc1c(CN2CCCCC2)c(O)n(CCO)c(=O)c1C#N

Continued, overlapping the part above by five compounds.
TTR transcr act,smiles
0.9,O=C(OCCn1c(=S)sc2ccccc21)c1ccccc1
0.7,CC(CCN1C(N(C)C)=NC[C@@H]1C)c1ccccc1 (stereo partly specified)
0.5,COC(=O)c1ccccc1NC(=O)N1CCN(c2ccccc2)CC1
0.1,Cc1ccc(OCC(=O)NCCCNC(=O)COc2ccc(C)cc2)cc1
-2.8,Cc1c(CN2CCCCC2)c(O)n(CCO)c(=O)c1C#N
0.8,C(=N\n1cnnc1)/c1ccc2ncccc2c1
-1.1,O=C(CN1CCN(Cc2ccccc2)CC1)Nc1ccccc1
0.9,CCc1ccccc1NC(=O)CN(C)C(=O)c1cccc(S(=O)(=O)N2CCCCCC2)c1
-6.8,Cc1ccc(Cl)cc1NC1=C/C(=N\S(=O)(=O)c2cccs2)c2ccccc2C1=O
